# Assay outcomes deposited in PubChem by The Scripps Research Institute Molecular Screening Center.
# CHO-K1 Ca antag: M1 antagonist counterscreen hit in parental CHO-K1 cells. ATP-induced calcium, Fluo-8 fluorescence. inhibition, % at 3 µM. actives 0.6% (n = 360,000);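 active = inhibition above a per-plate cutoff, the plate's mean sample inhibition plus 3 SD, cut at about 24% in these data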;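 also: 0% = DMSO plus EC80 ATP and 100% = DMSO alone without ATP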
# CHRM5 antagonist: antagonists of human muscarinic M5 receptor (CHRM5) | CHO-hM5 cells, Fluo-8 calcium fluorescence, ACh EC80 | inhibition, % at 3 µM | actives 0.59% (n = 360,000);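 active = inhibition above a per-plate cutoff, the mean of that plate's test compounds plus 3 SD, cut at about 27% in these data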;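 also: 0% = acetylcholine EC80 with DMSO and 100% = DMSO without agonist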
# Target sequence (P08912 whole entry, looked up): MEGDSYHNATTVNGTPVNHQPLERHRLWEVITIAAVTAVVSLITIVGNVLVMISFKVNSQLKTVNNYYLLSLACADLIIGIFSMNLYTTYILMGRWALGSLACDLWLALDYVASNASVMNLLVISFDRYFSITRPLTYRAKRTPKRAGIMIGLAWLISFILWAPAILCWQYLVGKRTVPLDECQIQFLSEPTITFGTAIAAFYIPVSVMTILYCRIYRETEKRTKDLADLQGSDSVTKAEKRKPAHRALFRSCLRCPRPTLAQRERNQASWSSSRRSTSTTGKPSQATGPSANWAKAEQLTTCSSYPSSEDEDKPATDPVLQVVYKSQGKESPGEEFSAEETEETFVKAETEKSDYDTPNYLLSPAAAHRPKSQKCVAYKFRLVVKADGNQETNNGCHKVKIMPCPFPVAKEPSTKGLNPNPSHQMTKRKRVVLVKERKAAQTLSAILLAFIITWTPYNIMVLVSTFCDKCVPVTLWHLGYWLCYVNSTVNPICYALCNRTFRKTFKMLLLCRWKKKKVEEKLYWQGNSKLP
# CHO-K1 Ca PAM: counter-screen for M1 PAMs: effect in parental CHO-K1 cells; ATP EC20, Fluo-8 calcium fluorescence; 0% at ATP EC20, 100% at ATP max; activation, % at 3 µM; actives 0.02% (n = 360,000); AID 602247;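 active = activation above the run cutoff, the mean activation of all test compounds plus 3 SD, cut at about 40% in these data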;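 also: peak over basal fluorescence ratio in a 140 s read after ATP addition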
# M4 PAM: positive allosteric modulators of human muscarinic M4 receptor | P08173 | CHO-K1 hM4/Gqi5, Fluo-8 calcium fluorescence, ACh EC20; 0% = ACh EC20, 100% = maximal ACh | activation, % at 3 µM | actives 0.4% (n = 360,000) | AID 624126;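 active = activation above its plate's cutoff, the mean activation of sample wells plus 3 SD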; also: some results filed as inactive read as strong as hits
# Target sequence (P08173 whole entry, looked up): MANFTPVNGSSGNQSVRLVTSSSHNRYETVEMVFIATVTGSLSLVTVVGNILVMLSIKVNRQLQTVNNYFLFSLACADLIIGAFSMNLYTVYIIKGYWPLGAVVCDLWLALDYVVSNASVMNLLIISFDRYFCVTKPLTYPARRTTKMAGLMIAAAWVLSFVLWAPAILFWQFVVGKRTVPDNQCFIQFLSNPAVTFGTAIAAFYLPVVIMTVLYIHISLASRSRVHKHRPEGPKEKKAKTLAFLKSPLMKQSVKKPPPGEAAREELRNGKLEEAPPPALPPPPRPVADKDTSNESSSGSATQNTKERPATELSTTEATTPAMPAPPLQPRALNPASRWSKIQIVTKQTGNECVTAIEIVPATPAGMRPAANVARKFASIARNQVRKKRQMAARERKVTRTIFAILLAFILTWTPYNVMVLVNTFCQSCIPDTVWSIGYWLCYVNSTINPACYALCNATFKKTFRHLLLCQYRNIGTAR
# CHRM4 agonist: agonists of human muscarinic M4 receptor (CHRM4) | P08173 | CHO-K1 hM4/Gqi5, Fluo-8 calcium fluorescence; vehicle 0%, full acetylcholine response 100% | activation, % at 3 µM | actives 0.14% (n = 360,000);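 active = activation above the run mean over all test wells plus 3 SD, cut at about 32% in these data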;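 also: peak over basal fluorescence ratio per well then scaled between controls; 0% = DMSO wells and 100% = acetylcholine at EC100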
# M5 PAM: positive allosteric modulators of human muscarinic M5 receptor | P08912 | actives 0.3% (n = 360,000) | activation, % at 3 µM | CHO-K1 hM5, Fluo-8 calcium, ACh EC20 PAM; 0% = ACh EC20, 100% = ACh EC100;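 active = activation above the run cutoff, the mean activation of all test compounds plus 3 SD, cut at about 18% in these data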
#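 System: CHO-K1 hM5 cells. Reagent: acetylcholine, EC20 level. Compound dosing: single dose, 3 µM nominal final test concentration. Timing: Post-acetylcholine fluorescence recording 140 s. Detection: Fluo-8 calcium fluorescence. Read-out: % activation, ACh-normalized. Benchmarks: ACh EC20 and EC100 wells. Repeats: singlicate, one well per test compound.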
# M5 ag: CHRM5 agonism in calcium assay | AID 624037 | activation, % at 3 µM | CHO-K1 hM5 cells, Fluo-8 calcium fluorescence; 0% DMSO wells, 100% maximal acetylcholine response | P08912 | actives 0.19% (n = 360,000);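 active = activation above the run's mean over test compounds plus 3 SD, cut at about 23% in these data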;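 also: signal is peak over basal fluorescence ratio across the kinetic read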
# CHO-K1 Ca ag: nonselective activator or artifact in parental CHO-K1 cells; Fluo-8 calcium fluorescence; scaled to maximal ATP response, vehicle zero; activation, % at 3 µM; actives 0.48% (n = 360,000); in the data active = activation above about 15%;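 also: untransfected CHO-K1 host cells lacking M1 receptor as counterscreen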
# M4 antag: CHRM4 antagonism in calcium assay | inhibition, % at 3 µM | actives 0.73% (n = 360,000) | P08173 | CHO-hM4 cells, ACh EC80, Fluo-8 calcium fluorescence;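 active = inhibition above its plate's cutoff, the mean inhibition of sample wells plus 3 SD, cut at about 27% in these data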;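 also: 0% = acetylcholine EC80 with DMSO and 100% = DMSO without agonist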
# Active calls of the source: *; · = not tested or not shown.
structure	CHO-K1 Ca antag	CHRM5 antagonist	CHO-K1 Ca PAM	M4 PAM	CHRM4 agonist	M5 PAM	M5 ag	CHO-K1 Ca ag	M4 antag
CN(C)C(=O)CNc1n[nH]c(=S)[nH]c1=O	3	6	-2	-15	0	0	4	0.4	2
CCCCCOC(=O)Cn1c(=O)oc2ccc(C)cc21	18	17	-14	-2	-1	-8	-3	0.0	11
CC(=O)N1N=C(c2ccco2)CC1c1ccco1 (stereo unspecified)	0	-9	15	-4	0	8	4	7.2	-9
Cc1cc(C)c(NC(=O)CNC(=O)c2ccc(-n3cncn3)c([N+](=O)[O-])c2)c(C)c1	2	-5	3	12	1	1	-1	0.1	-10
O=C(Nc1ccc(Nc2ccccc2)cc1)C(Cl)(Cl)Cl	5	1	-3	-3	5	-5	-4	0.7	4
O=[N+]([O-])c1ccc2c(c1)Nc1nc3ccccc3nc1N2	-11	2	9	0	1	-1	9	3.3	-3
CCN1CCN(C(=O)C2CCCN(S(=O)(=O)c3cc(Cl)ccc3Cl)C2)CC1 (stereo unspecified)	-8	-16	10	0	3	14	-6	3.0	3
C=CCN=C1NN=C(c2cc(C)n(CC=C)c2C)CS1	22	2	-15	1	0	-3	0	-0.3	-2
C=CCOC(=O)Nc1nc(CCNC(=O)OC(C)(C)C)c(C(=O)OC)s1	·	1	·	-2	3	-2	2	·	0
COc1ccccc1/C=C/C(=O)Nc1ccc(S(=O)(=O)Nc2cc(C)on2)cc1	-3	-1	7	8	1	3	-2	0.3	-6
CCCN(CC(=O)Nc1cc(Cl)ccc1Cl)C(=O)CN1C(=O)C2CCCCC2C1=O (stereo unspecified)	-8	5	-10	1	6	-3	-3	1.8	-7
CCOc1ccc(NC(=O)CCN2C(=O)CSc3ccccc32)cc1	-6	6	4	-4	8	-2	-1	1.9	2
Nc1ncnc2c1ncn2C1OC(COP(=O)(O)O)C(O)C1O (stereo unspecified)	1	-6	-3	3	3	-3	1	0.1	-3
C[C@H]1CN([C@@H](C)CO)S(=O)(=O)c2ccc(Br)cc2O[C@H]1CN(C)Cc1ccccc1	1	-4	11	4	0	7	-2	0.5	-15
OC(C#CCN1CCCCC1)c1ccccc1 (stereo unspecified)	-5	0	5	-13	0	-11	-7	-0.2	4

# Whole records from above. Order of screens: CHO-K1 Ca antag | CHRM5 antagonist | CHO-K1 Ca PAM | M4 PAM | CHRM4 agonist | M5 PAM | M5 ag | CHO-K1 Ca ag | M4 antag
# CCN1CCN(C(=O)C2CCCN(S(=O)(=O)c3cc(Cl)ccc3Cl)C2)CC1 (stereo unspecified) is listed with -8 | -16 | 10 | 0 | 3 | 14 | -6 | 3.0 | 3
# O=[N+]([O-])c1ccc2c(c1)Nc1nc3ccccc3nc1N2 is listed with -11 | 2 | 9 | 0 | 1 | -1 | 9 | 3.3 | -3
# C=CCOC(=O)Nc1nc(CCNC(=O)OC(C)(C)C)c(C(=O)OC)s1 is listed with · | 1 | · | -2 | 3 | -2 | 2 | · | 0
# Cc1cc(C)c(NC(=O)CNC(=O)c2ccc(-n3cncn3)c([N+](=O)[O-])c2)c(C)c1 is listed with 2 | -5 | 3 | 12 | 1 | 1 | -1 | 0.1 | -10
# CC(=O)N1N=C(c2ccco2)CC1c1ccco1 (stereo unspecified) is listed with 0 | -9 | 15 | -4 | 0 | 8 | 4 | 7.2 | -9

# Further structures follow.
structure	CHO-K1 Ca antag	CHRM5 antagonist	CHO-K1 Ca PAM	M4 PAM	CHRM4 agonist	M5 PAM	M5 ag	CHO-K1 Ca ag	M4 antag
O=[N+]([O-])c1ccc2[nH]c3nc4ccccc4nc3c2c1	-3	-1	-11	2	1	-2	-1	0.1	-15
CCc1nc2ccccc2n1CC(=O)OCC(=O)N(CC(C)C)c1c(N)n(Cc2ccccc2)c(=O)[nH]c1=O	-9	5	1	2	1	1	2	2.2	3
Cc1cc(-c2ccccc2C(=O)NC2CCCCC2)on1	-6	-1	14	4	0	8	3	0.4	-3
Cc1ccc(S(=O)(=O)Nc2cccnc2)cc1	-8	5	21	-8	1	-3	-1	4.0	5
O=C(CCCCCN1C(=O)[C@@H]2Cc3ccccc3CN2C1=O)Nc1ccccc1F	-13	5	7	-3	12	-4	0	9.3	1
CCOC(=O)C1(C(=O)OCC)COC(=O)C1CN1Cc2cc3ccccc3nc2C1 (stereo unspecified)	-9	10	11	-3	13	-12	4	4.6	-10
Cc1ccc2nc(Br)c3c(c2c1)OC(CBr)C3 (stereo unspecified)	6	-2	-8	-10	-1	0	-15	-0.2	-3
CCN(C(=O)CN1CCCc2cc(C)ccc21)c1c(N)n(Cc2ccccc2)c(=O)[nH]c1=O	-7	8	7	0	2	-1	4	0.0	4
Cn1c(Cn2nnc3ccccc32)nnc1SCC(=O)N1CCc2ccccc21	-20	3	16	9	2	-7	1	0.5	-7
CCOc1ccc(NC(=O)NNC(=O)C2CCC(C(C)(C)C)CC2)cc1 (stereo unspecified)	-3	5	14	-4	0	7	1	0.5	-2
CC(=O)c1cccc(NC(=O)CCNC(=O)c2cccc(C)c2)c1	-12	9	-6	-4	4	-1	3	2.0	6
CC(C)CCNC(=O)NC(=O)COC(=O)CNC(=O)C1CCCCC1	-23	6	15	6	2	5	0	0.8	-3
CC1(C(=O)O)CCCN(C(=O)c2ccc3c(c2)C(C)(C)CCC3(C)C)C1 (stereo unspecified)	9	4	-11	4	0	0	2	-0.2	-6
CCOC(=O)C1CCN(C(=O)C2COc3ccccc3O2)CC1 (stereo unspecified)	-12	15	8	2	1	-5	-3	0.4	-7
CCOC(=O)c1ccccc1NC(=O)c1ccc(F)cc1	-28	-6	19	3	1	3	-1	0.2	-7

structure	CHO-K1 Ca antag	CHRM5 antagonist	CHO-K1 Ca PAM	M4 PAM	CHRM4 agonist	M5 PAM	M5 ag	CHO-K1 Ca ag	M4 antag
CC(=O)Nc1ccc(S(=O)(=O)N=S(C)C)cc1	0	-6	7	2	0	-4	-1	0.0	5
COc1ccc(/C=N/NC(=O)c2ccc3c(c2)OCCO3)c(OC)c1	18	0	0	0	4	0	-7	0.1	-3
CC1(C(=O)NS(=O)(=O)C2CC2)CCN(C(=O)C2(c3ccc(Cl)cc3)CCCC2)C1 (stereo unspecified)	-1	-3	22	5	0	-1	0	3.8	-7
COc1ccc(C2C3=C(CC(C)(C)CC3=O)OC(N)=C2[N+](=O)[O-])cc1 (stereo unspecified)	2	-3	12	-3	1	-4	-3	0.3	-1
Cc1n[nH]c(C)c1N1C(=O)c2cccc3cc(Br)cc(c23)C1=O	-5	0	4	5	1	2	-2	0.2	-1
CCCCCn1c(=O)c(C(=O)c2ccccc2)nc2ccccc21	-13	12	13	2	-4	-7	-4	-0.2	14
CN(CCC1CCCCO1)Cc1cn(C)nc1-c1ccc2c(c1)OCCO2 (stereo unspecified)	-7	-4	4	3	1	3	-2	-0.2	2
CCc1ccc(C(=O)NNC(=O)OC)cc1	-18	10	13	5	0	-1	-1	0.3	-7
Cc1[nH]c2ccccc2c1/C=N/NC(=O)c1cc(C(C)(C)C)[nH]n1	10	9	-22	-8	2	-3	-1	0.6	9
CCOC(=O)c1cc2c(=O)n3ccccc3nc2n(CC(C)C)c1=NC(=O)c1c(-c2c(F)cccc2Cl)noc1C	15	-7	-8	11	1	3	2	0.1	1
O=C(O)c1cc(-c2ccccc2)n(-c2ccc(Cl)cc2)n1	-10	-2	16	1	0	-1	-3	0.4	4
NC(=O)C1=C[C@@H](c2ccc(Br)cc2)C[C@@H](OCc2ccc(CO)cc2)O1	-5	8	11	2	2	-5	1	0.7	-10
Cc1cc(C)nc(NC(=O)c2cccs2)n1	-18	6	23	5	1	4	-2	1.8	3
CCC(C(=O)NC1CC(C)(C)NC(C)(C)C1)c1ccccc1 (stereo unspecified)	-1	-3	12	4	0	6	-2	0.4	5
CCN=C1S/C(=C\c2cc(Br)c(O)c(OC)c2)C(=O)N1CC	3	-1	-8	-1	1	8	1	0.3	0

# Quoted at random: 6 entries already listed, in no set order.
structure	CHO-K1 Ca antag	CHRM5 antagonist	CHO-K1 Ca PAM	M4 PAM	CHRM4 agonist	M5 PAM	M5 ag	CHO-K1 Ca ag	M4 antag
COc1ccc(C2C3=C(CC(C)(C)CC3=O)OC(N)=C2[N+](=O)[O-])cc1 (stereo unspecified)	2	-3	12	-3	1	-4	-3	0.3	-1
CC1(C(=O)NS(=O)(=O)C2CC2)CCN(C(=O)C2(c3ccc(Cl)cc3)CCCC2)C1 (stereo unspecified)	-1	-3	22	5	0	-1	0	3.8	-7
CN(CCC1CCCCO1)Cc1cn(C)nc1-c1ccc2c(c1)OCCO2 (stereo unspecified)	-7	-4	4	3	1	3	-2	-0.2	2
CCc1ccc(C(=O)NNC(=O)OC)cc1	-18	10	13	5	0	-1	-1	0.3	-7
Cc1[nH]c2ccccc2c1/C=N/NC(=O)c1cc(C(C)(C)C)[nH]n1	10	9	-22	-8	2	-3	-1	0.6	9
CCC(C(=O)NC1CC(C)(C)NC(C)(C)C1)c1ccccc1 (stereo unspecified)	-1	-3	12	4	0	6	-2	0.4	5

# Later entries
structure	CHO-K1 Ca antag	CHRM5 antagonist	CHO-K1 Ca PAM	M4 PAM	CHRM4 agonist	M5 PAM	M5 ag	CHO-K1 Ca ag	M4 antag
COCCn1c(=N)c(S(=O)(=O)c2ccc(F)cc2)cc2c(=O)n3cccc(C)c3nc21	-10	20	-4	3	1	-2	-2	0.5	14
CN(C)C(=O)c1ccccc1NC(=O)Cc1cccc2ccccc12	-9	-7	10	-4	2	6	0	0.5	-17
Cc1ncc(C(=O)Nc2ccccc2)[nH]1	-5	6	8	1	0	4	8	-0.3	0
O=C1C=CC(=O)N1c1ccc(Nc2ccccc2)cc1	-14	-3	15	4	3	8	8	1.6	4
CCCC(C)NC(=O)Cc1ccccc1[N+](=O)[O-] (stereo unspecified)	-3	6	8	2	1	-2	-1	-0.1	3
S=C(Nc1cccc(Cl)c1)Nc1ccccc1Oc1ccccc1	-9	-3	14	12	0	-8	-2	0.8	-14
O=C(c1ccc(Cl)s1)N1CCN(c2ccccc2)CC1	-2	0	26	5	1	-1	0	3.0	-6
Cc1ccc(S(=O)(=O)NCC(=O)N(CCc2ccccc2)CC(=O)NCc2ccco2)cc1	-13	-1	14	-1	2	-3	-4	0.6	-3
CN(C)CCCNC(=O)CCC1CCCCC1	3	-6	4	-4	0	3	-3	0.6	2
CC(C)CN(C(=O)COC(=O)c1ccc2c(c1)OCCO2)c1c(N)n(Cc2ccccc2)c(=O)[nH]c1=O	2	3	13	8	1	6	3	1.6	-1
COc1ccc(N2C3=C(CC4=C2CC(C)(C)CC4=O)C(=O)CC(C)(C)C3)cc1	-13	-3	4	-4	0	2	0	0.7	7
O=C(Nc1ccc(F)cc1F)c1csc(-c2ccncc2)n1	7	-5	1	0	1	-6	-5	-0.3	-14
CCOC(=O)c1c(C)[nH]c(C(=O)OCC(=O)NC(C)(C)C)c1C	9	4	-3	1	5	-3	0	1.8	2
CCOc1ccc(S(=O)(=O)N(CC)CC(=O)N2CCCC2)cc1	-3	8	-4	5	-1	3	-2	1.1	-9
Cc1cc2[nH]c(=O)c(=O)[nH]c2cc1S(=O)(=O)Nc1cccc(Cl)c1C	16	1	-2	9	1	-1	1	0.4	-13
Cc1ccc2nc(CN(C)C(=O)[C@H]3O[C@@H](n4ccc(=O)[nH]c4=O)[C@H](O)[C@@H]3O)[nH]c2c1	-3	2	13	4	1	2	2	4.6	3

# Not a hit list; about 2.7% have a hit in one of these screens.
